# Screening results deposited in PubChem BioAssay by National Center for Advancing Translational Sciences (NCATS).
# FLuc inh = Firefly luciferase inhibition profiling of diverse chemical library using quantitative high-throughput screening; AID 1347043, 2019; Potency, µM (doses to about 115 µM), for inactives: at the top dose activity change, negative = inhibition, hits mostly inhibitors; purified P. pyralis luciferase, luminescence, biochemical; 76,000 tested, 2.5% active; Luciferin 4-monooxygenase (Photinus pyralis), P08659; also: potency is read from the fitted curve at half-maximal effect; nearly all actives have a fitted effect of over 65% in size
# Target sequence (P08659 whole entry, looked up): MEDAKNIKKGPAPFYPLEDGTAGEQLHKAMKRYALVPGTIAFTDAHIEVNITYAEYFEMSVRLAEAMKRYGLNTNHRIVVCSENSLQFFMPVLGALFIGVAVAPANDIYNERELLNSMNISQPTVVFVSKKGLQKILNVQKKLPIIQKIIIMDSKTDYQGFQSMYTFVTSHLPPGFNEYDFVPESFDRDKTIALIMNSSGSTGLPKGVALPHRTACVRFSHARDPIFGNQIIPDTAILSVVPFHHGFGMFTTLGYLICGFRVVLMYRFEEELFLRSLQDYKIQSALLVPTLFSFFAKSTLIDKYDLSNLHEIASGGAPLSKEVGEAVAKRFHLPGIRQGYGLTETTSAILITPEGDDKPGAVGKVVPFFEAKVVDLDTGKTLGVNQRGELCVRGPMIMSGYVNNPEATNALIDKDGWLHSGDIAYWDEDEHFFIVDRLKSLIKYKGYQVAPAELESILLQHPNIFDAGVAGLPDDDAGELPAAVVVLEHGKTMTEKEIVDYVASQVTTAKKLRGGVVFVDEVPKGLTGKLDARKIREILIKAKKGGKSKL
#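 Luminescence read by CCD imaging after purified firefly luciferase (10nM final) was added to substrate buffer holding 10uM D-luciferin and 10uM ATP, pH 7.5, pre-dosed with compound.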
# 3T3 cytotox = Cytotoxic Profiling in NIH 3T3 Cell Line of Diverse Libraries Using Quantitative High-Throughput Screening. NIH 3T3 viability, CellTiter-Glo ATP luminescence, 48-72 h. 94,000 tested, 4.3% active. Potency, µM (highest dose often 96.7 µM), for the others: at the highest dose activity change, negative = cytotoxicity, usual class: inhibitors; also: potency is read from the fitted curve at half-maximal effect; nearly all actives have a fitted effect of over 55% in size
#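 Cytotoxicity was measured by CellTiter-Glo ATP luminescence after 48 or 72 h compound exposure at 37 °C. Mouse NIH 3T3 fibroblasts were seeded at 400 cells/well and dosed by 23 nL pin transfer.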
# GPT2 inhibitor = Primary qHTS assay for inhibitors of Glutamate pyruvate transaminase 2 (GPT2); AID 1671188, 2021; 100,000 tested, 0.25% active; Potency, µM (titrated, usually from 57.7 µM), for inactives: at the highest dose activity change, negative = inhibition, usual class: inhibitors; Alanine aminotransferase 2 (Homo sapiens), Q8TD30; Recombinant GPT2, coupled pyruvate oxidase/HRP Amplex Red fluorescence; also: potency is read from the fitted curve at half-maximal effect; nearly all actives have a fitted effect of over 60% in size; many of its hits are not listed in these tables
# Target sequence (Q8TD30 whole entry, looked up): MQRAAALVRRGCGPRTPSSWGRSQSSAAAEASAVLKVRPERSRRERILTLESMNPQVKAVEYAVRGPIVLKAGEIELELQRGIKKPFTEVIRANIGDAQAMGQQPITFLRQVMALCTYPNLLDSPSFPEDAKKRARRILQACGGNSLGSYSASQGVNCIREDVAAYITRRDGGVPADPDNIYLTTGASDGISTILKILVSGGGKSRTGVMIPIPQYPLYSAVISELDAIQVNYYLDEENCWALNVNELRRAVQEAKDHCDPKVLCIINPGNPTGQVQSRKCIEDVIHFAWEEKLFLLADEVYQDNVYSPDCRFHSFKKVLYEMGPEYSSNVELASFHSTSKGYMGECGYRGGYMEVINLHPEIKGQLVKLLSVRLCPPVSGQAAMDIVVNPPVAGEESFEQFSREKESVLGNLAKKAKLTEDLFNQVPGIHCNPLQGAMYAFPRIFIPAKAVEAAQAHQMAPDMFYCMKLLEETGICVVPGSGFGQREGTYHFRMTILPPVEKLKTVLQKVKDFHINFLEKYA
#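 GPT2 10ng/uL, a-KG 250uM, L-Ala 2mM, HEPES pH7.5 + 0.0001% Tween; 30 min RT. Then Amplex mix (PO/HRP/ThPP), 30 min RT dark, fluorescence. AOA 50uM used as positive control.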
# SNCA expr inhib = Primary qHTS assay for inhibitors of alpha-synuclein gene (SNCA) expression. 140,000 tested, 0.17% active. HEK-293 SNCA-luciferase knock-in, luminescence, 24 h. AID 1671194, 2021. Potency, µM (highest dose often 57.2 µM), for the others: at the highest dose activity change, negative = inhibition, usual class: inhibitors;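 also: potency is read from the fitted curve at half-maximal effect; plate controls were DMSO cells for no effect and cell-free wells for full effect; nearly all actives have a fitted effect of over 45% in size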
# HEK cytotox = Cytotoxic Profiling in HEK 293 Cell Line of Diverse Libraries Using Quantitative High-Throughput Screening; Potency, µM (titrated, usually from 115 µM), for inactives: at the top dose activity change, negative = cytotoxicity, actives largely listed as inhibitors; HEK 293 viability, ATP luminescence (CellTiter-Glo), 48-72 h; 94,000 tested, 6.6% active; also: potency is read from the fitted curve at half-maximal effect; nearly all actives have a fitted effect of over 60% in size
#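 Viability of HEK 293 cells, plated at 250 cells/well, was judged by cellular ATP after compound treatment for 48 or 72 hr. Luminescence was imaged 10 min after CellTiter-Glo addition at room temperature.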
# SNCA viab count = GF-AFC viability counterscreen for inhibitors of alpha-synuclein gene (SNCA) expression; HEK-293-SNCA-luc viability, GF-AFC fluorescence, 24 h; Potency, µM (titrated, usually from 57.1 µM), without a hit: at the top dose activity change, negative = cytotoxicity, most hits filed as cytotoxic; 150,000 tested, 0.12% active;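 also: potency is read from the fitted curve at half-maximal effect; 0% = DMSO-treated cells and -100% = medium-only wells without cells; nearly all actives have a fitted effect of over 30% in size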
#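 HEK-293-SNCA-luc cells (1500/well) plated 24 h, then exposed 24 h to a dilution series; GF-AFC added 30 min at 37C, fluorescence 405/540 nm; normalised to medium-only and DMSO wells, Hill fit.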
# IP6K1 inhibitor = Primary qHTS assay for small molecule inhibitors of Inositol hexaphosphate kinase 1 (IP6K1); Inositol hexakisphosphate kinase 1 (Homo sapiens), Q92551; IP6K1 kinase, ADP-Glo luminescence, 2 h; active compounds read low; activity change, % (series mostly up to about 58 µM); 140,000 tested, 0.81% active; AID 1645851, 2021; in the data active = activity change below about -25%
#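 ADP-Glo luminescence measures ADP made by human IP6K1 during a 2 h RT reaction with ATP/IP6 (mix at 1.3 mM/130 uM); top library doses 57.5 and 19.1 uM final.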
# Numbers without * were called inactive; i = inactive; ? = inconclusive; / = not tested or not shown; & = joins results of further samples; [ ] = dose if it differs, or a comment. Unless noted, calls follow the shape of the dose curve; as a rule, active = well fitted curve in the direction sought with a large enough effect; inconclusive = small, poorly fitted or top-dose-only effect, or another doubt; inactive = no such curve, though single readings can be large; an effect the other way counts as inactive or inconclusive. Unless noted, % is scaled to controls: 0 for no effect and ±100 for the full control effect.
SMILES	FLuc inh	3T3 cytotox	GPT2 inhibitor	SNCA expr inhib	HEK cytotox	SNCA viab count	IP6K1 inhibitor
COCCn1c(=O)c(C(=O)NCC(=O)OC)nc2cccnc21	/	-25%[138 µM]	0%[88.5 µM]	-13%[87.6 µM]	-5%[172 µM]	2%[87.6 µM]	7
O=c1n(-c2ccncc2)nc2n1CCN(Cc1ccsc1)C2	?	?	0%[88.5 µM]	1%[87.6 µM]	?	-3%[87.6 µM]	3
COc1ccccc1OCC(=O)Nc1nc2c(s1)CC(C)CC2 (centres undefined)	/	/	/	34%[activator]	/	4%	-18
O=C1CCN(C(=O)[C@@H]2CCCN2C(=O)Nc2ccccc2)CCCCCCN1	2%	-11%	i	-8%	i	-12%	-8
COc1ccc(C2CC(=O)N(Cc3ccc(C)cc3)c3c2c(C)nn3-c2nc(C)cc(C)n2)c(OC)c1 (centres undefined)	/	/	/	-24%	/	2%	7
COc1ccc(S(=O)(=O)n2nc(C)c(S(=O)(=O)N3CCC(C)CC3)c2C)cc1C	/	/	/	13%	/	-12%	-20
CC(=O)c1cccc(NC(=O)c2ccc(-n3c(C)nnc3C)cc2)c1	/	/	/	17%	/	-20%	-10
CCOc1ccc(NC(=O)Cn2nc3c(cc2=O)CCCCC3)cc1	4%	?	3%	14%	?	-4%	-1
O=C(NC1CCc2n[nH]c(=O)n2CC1)c1ccsc1 (centres undefined)	-13%	-4%	i	0%	-19%	17%	-12
Cc1ccc(-c2nnn3c2nc(N2CCC(C)CC2)c2ccccc23)cc1	/	/	/	83%[activator]	/	-15%	-29*
Cc1ccccc1N1Cc2c(NCc3cccs3)ncnc2N(C)CC1=O	-10%	?	?	?	?	8%	6
Cc1nc2ccc(Oc3ccc(F)cc3)cc2c(=O)n1C[C@H]1CCCN(C(C)C)C1	/	/	i	/	/	24%	-7
O=C(NCc1ccc(F)cc1)[C@@H]1COCC(=O)N1Cc1ccc(F)cc1	/	-28%	-4%	17%	2%	-2%	-8
CN1C(=O)C(CC(=O)NCc2nnnn2-c2ccccc2)N(C)C1=O (centres undefined)	8%	i	i	6%	-1%	1%	-2
COc1ccc(-c2nc(CN3CCC(C(=O)NCCCOC(C)C)CC3)c(C)o2)cc1OC	/	/	/	23%	/	1%	22
O=C1[C@@H]2C[C@@H](CN2Cc2cccnc2)Oc2ccccc2N1CC1CC1	3%[172 µM]	?	0%[88.5 µM]	24%[87.6 µM]	-15%[172 µM]	-6%[87.6 µM]	19
COc1cccc(CNC(=O)C2CCN(C(=O)c3sccc3-n3cccc3)CC2)c1	/	/	/	-5%	/	3%	-18
Cc1ccc(C(=O)Nc2cccc(-c3ccc(N4CCN(C)CC4)nn3)c2)cc1C	6.3µM*	25µM*	i	14%	?	-10%	16
NC(=O)C1(N2CCCCC2)CCN(c2nccc(-c3ccncc3)n2)CC1	-3%	-3%	1%	30%	i	10%	14
COc1ccccc1CC(=O)N1CC[C@@H](NC(=O)c2cnccn2)[C@H](O)C1	-2%	-10%	-26%[11.5 µM]	12%	-1%	-1%	-31*
Brc1ccc2c(c1)NC(c1cccnc1)=NC(c1ccccc1)=N2	/	/	/	238%[activator]	/	-2%	-8
COc1ccc(N2Cc3c(NCCc4ccc(F)cc4)ncnc3N(C)CC2=O)cc1	7%	?	i	-11%	?	-3%	2
CCOC(=O)c1cccc(NC(=O)c2cc(-c3ccc(Cl)s3)nc3ccccc23)c1	/	/	/	-4%	/	-9%	-2
O=C(c1cccs1)N1CCN(c2cc(-c3cccs3)[nH]n2)CC1	-1%	?	-12%	52%[activator]	-31%	2%	-2

# Taken from above.
# SNCA expr inhib with O=C(c1cccs1)N1CCN(c2cc(-c3cccs3)[nH]n2)CC1 stands at 52%[activator]
# SNCA viab count with Brc1ccc2c(c1)NC(c1cccnc1)=NC(c1ccccc1)=N2 stands at -2%

# Later entries.
SMILES	FLuc inh	3T3 cytotox	GPT2 inhibitor	SNCA expr inhib	HEK cytotox	SNCA viab count	IP6K1 inhibitor
c1ccc(-c2noc(-c3cncnc3NCc3ccc4c(c3)OCO4)n2)cc1	?	-7%	2%	52%[activator]	0%	21%	-19
COCCNC(=O)[C@@H]1C[C@H](Oc2cccnc2)CN1C(=O)Cc1cccc(F)c1	2%	-5%	i	4%	i	0%	6
COc1cc(C(=O)Nc2ccc3nn(-c4ccc(F)cc4)nc3c2)cc(OC)c1OC	/	/	/	-2%	/	3%	-6
O=C(NCC1CCCCC1)c1ccc2nc(-c3cccnc3)oc2c1	/	-23%[138 µM]	i	-6%[87.6 µM]	-13%[172 µM]	12%[87.6 µM]	14
CC(=O)OC(C)C[N+](C)(C)C (centres undefined)	/	/	-8%&2%	25%	/	7%	-5
CCCCn1c(CCCNC(=O)c2cccc(C)c2)nc2ccccc21	/	/	/	9%	/	-15%	-9
CCOC(=O)C(C)NC(=O)c1c(C)oc2ncn(CC(C)C)c(=O)c12 (centres undefined)	/	/	/	51%[activator]	/	0%	31
COc1ccccc1Nc1ccnc(N2CCN(C(=O)c3ccc(F)cc3)CC2)n1	/	22µM*	1%	-15%	50µM*	-12%	13
Cc1nc(-c2c3n(c(=O)n(CC(=O)Nc4ccccc4Cl)c2=O)CCCC3)no1	2%	4%	-13%	1%	0%	2%	16
COc1ccc(-c2noc([C@@H]3CCCN3C(=O)c3ccc(C(C)(C)C)cc3)n2)cc1OC	?	?	-10%	88%[activator]	?	-3%	0
O=C(c1ccoc1)N1CCCN(C(=O)C2COc3ccccc3C2)CC1 (centres undefined)	-5%	-20%	-7%	-7%	-25%	0%	4
Cn1c(Oc2ccc(F)cc2)nc2c1c(=O)n(Cc1ccccc1Cl)c(=O)n2C	/	/	/	0%	/	-4%	9
CCc1ccc(CNCc2c(C(=O)O)n(Cc3ccc(C)cc3)c3cc(C)ccc23)cc1	/	/	/	?	/	?	3
Cc1ccc(C(=O)CC2(O)C(=O)N(CCc3ccccc3)c3ccc(Br)cc32)cc1 (centres undefined)	/	/	/	?	/	?	2
CCOc1ccc(N(CC(=O)NCc2ccc(OC)cc2)S(=O)(=O)c2c(C)[nH]c(=O)[nH]c2=O)cc1	/	/	/	-16%	/	2%	-18
Cc1ccc(C)c(C(=O)c2c(N)c(-c3nc(-c4ccc5c(c4)OCO5)cs3)c3ccccn23)c1	/	/	/	-15%	/	-8%	12
CN(C)S(=O)(=O)N1CC(N2CC(C(=O)N3CCCC3)CC2=O)C1 (centres undefined)	/	-7%	-9%	18%	-1%	4%	15
Cc1cc(-c2ncc(-c3cccnc3)cc2/C=C/c2ccccc2)cnc1-c1cccnc1	/	/	3%	/	/	-9%	1
COc1ccc(S(=O)(=O)N2CCOC[C@H](Oc3cccc(C)n3)C2)cc1	-20%[172 µM]	?	-8%[88.5 µM]	0%[87.6 µM]	?	-6%[87.6 µM]	-4
O=C(NCc1ccccc1)C1CCCN(Cc2cccc(-c3cccs3)c2)C1 (centres undefined)	/	32µM*	/	/	?	/	10
Cc1ccccc1-c1noc(-c2cccnc2NCc2ccco2)n1	/	/	/	97%[activator]	/	5%	-12
O=[S+]1([O-])NC2(CCN(Cc3cccnc3)CC2)COc2ccccc21	/	-11%	0%	7%	-14%	9%	18
COc1ccc(C(C)NC(=O)c2cc3c(N4CCCC4)nc(C)cn3n2)cc1OC (centres undefined)	-1%	-18%	0%	-26%	?	-2%	3
CCCCNC(=O)C(CC)Sc1nc2ccccc2c(=O)n1CCc1ccc(OC)c(OC)c1 (centres undefined)	/	/	/	20%	/	-1%	5
Cc1c(C(=O)Nc2ccccc2Br)oc2ccc(S(=O)(=O)N3CCOCC3)cc12	/	/	/	29%	/	-2%	-19
O=C(/C=C/c1ccco1)Nc1ccc(Cl)c(-c2nc3cc(Cl)ccc3o2)c1	/	/	/	14%	/	-12%	1
COCC(=O)NC1CCC12CCN(S(=O)(=O)c1ccc3c(c1)OCCO3)CC2 (centres undefined)	/	-15%	1%	18%	-6%	-7%	19
O=C(C[C@H]1NC(=O)c2ccccc2NC1=O)Nc1nc(-c2cccnc2)cs1	1%	?	i	-6%	45µM*	7%	13
COc1cccc(Cn2c(=O)n(-c3ccc(C)c(F)c3)c(=O)c3sc4ccccc4c32)c1	/	/	/	13%	/	-1%	4
O[C@@H]1C[C@@H](c2nc(Cc3ccc(F)cc3Cl)no2)N(Cc2ccco2)C1	-3%[172 µM]	-18%[174 µM]	i	2%[87.6 µM]	-5%[172 µM]	4%[87.6 µM]	7
CN(C)C[C@@H]1CN(S(C)(=O)=O)C[C@H]1NC(=O)c1c[nH]c2ccccc12	-2%	-9%	i	23%	-10%	-1%	30
CCC(=O)N1CCc2c(C(=O)NCc3cc(C)ccc3C)cccc21	-1%	-11%	-5%	8%	-29%	-6%	-8
CC(=O)N1CCC(C(=O)N2CCC(c3nc4ncccc4[nH]3)CC2)CC1	/	-6%	5%	10%	0%	9%	18
NC(=O)C1CCN(CC[C@H]2CN(C(=O)c3ccc(C(F)(F)F)cc3)CC[C@H]2CC(=O)O)CC1	-2%	i	i	?	-1%	0%	-10

# Among those listed so far, these have a Cl atom.
SMILES	FLuc inh	3T3 cytotox	GPT2 inhibitor	SNCA expr inhib	HEK cytotox	SNCA viab count	IP6K1 inhibitor
CCOC(=O)c1cccc(NC(=O)c2cc(-c3ccc(Cl)s3)nc3ccccc23)c1	/	/	/	-4%	/	-9%	-2
Cc1nc(-c2c3n(c(=O)n(CC(=O)Nc4ccccc4Cl)c2=O)CCCC3)no1	2%	4%	-13%	1%	0%	2%	16
Cn1c(Oc2ccc(F)cc2)nc2c1c(=O)n(Cc1ccccc1Cl)c(=O)n2C	/	/	/	0%	/	-4%	9
O=C(/C=C/c1ccco1)Nc1ccc(Cl)c(-c2nc3cc(Cl)ccc3o2)c1	/	/	/	14%	/	-12%	1
O[C@@H]1C[C@@H](c2nc(Cc3ccc(F)cc3Cl)no2)N(Cc2ccco2)C1	-3%[172 µM]	-18%[174 µM]	i	2%[87.6 µM]	-5%[172 µM]	4%[87.6 µM]	7

# These rows are one share of the data; the hit share may differ from the screen's.
